Screening results: PubChem, National Center for Advancing Translational Sciences (NCATS)
GLP-1R agonist: qHTS of GLP-1 Receptor Agonists | Potency, µM (titrated, usually from 45.6 µM), inactives show at the highest dose activation, hits mostly activators | AID 624172, 2012 | HEK293 GLP-1R CRE-luciferase, luminescence, 4-6 h; cells express a hypersensitive GLP-1R form | Glucagon-like peptide 1 receptor (Homo sapiens), P43220 | 380,000 compounds, 0.007% hits; note: potency is the fitted concentration of half-maximal effect; % of control where 0% means no effect
Target sequence (P43220 whole entry, looked up): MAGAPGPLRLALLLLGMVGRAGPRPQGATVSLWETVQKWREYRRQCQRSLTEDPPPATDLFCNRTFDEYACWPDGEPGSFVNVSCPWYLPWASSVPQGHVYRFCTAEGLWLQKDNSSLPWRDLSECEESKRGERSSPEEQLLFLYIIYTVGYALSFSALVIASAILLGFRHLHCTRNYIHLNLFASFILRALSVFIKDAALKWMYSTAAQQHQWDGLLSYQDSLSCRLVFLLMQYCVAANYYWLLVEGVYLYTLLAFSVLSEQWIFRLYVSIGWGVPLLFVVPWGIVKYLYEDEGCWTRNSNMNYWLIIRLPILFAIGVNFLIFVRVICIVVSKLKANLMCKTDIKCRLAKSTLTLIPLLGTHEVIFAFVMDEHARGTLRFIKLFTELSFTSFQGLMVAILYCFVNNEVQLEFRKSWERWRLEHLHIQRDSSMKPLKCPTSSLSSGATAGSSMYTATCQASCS
TDP43 rescue: qHTS of TDP-43 Inhibitors; Potency, µM (series often up to 46.1 µM), without a hit: at the top dose growth rescue (activation), actives largely listed as activators; TDP-43 expressing yeast growth rescue, BacTiter-Glo, 24 h; AID 652104, 2013; 410,000 compounds, 1.8% hits; note: potency is the fitted concentration of half-maximal effect; % of control where 0% means no effect; nearly all actives have a fitted effect of over 50% in size
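Readout is BacTiter-Glo luminescence of cell growth, so inhibitors register as activators. TDP-43-expressing yeast at OD600=0.02 in galactose medium, after raffinose pregrowth to mid-log, were incubated with compound for 24 hr at 30 deg C.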
aSyn rescue: qHTS of alpha-syn Inhibitors; Yeast expressing alpha-synuclein, growth rescue, BacTiter-Glo, 24 h; 370,000 compounds, 0.14% hits; Potency, µM (top dose mostly 46.1 µM), inactives show at the highest dose growth rescue (activation), most hits filed as activators; note: potency is the fitted concentration of half-maximal effect; % of control where 0% means no effect; nearly all actives have a fitted effect of over 65% in size
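Rescue of yeast growth: cells expressing toxic alpha-synuclein, induced in galactose at OD600 0.02, incubated with compound 24 h at 30 C. ATP luminescence quantified growth; inhibitors of toxicity appear as activators.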
Abeta yeast res: qHTS for compounds that reverse cellular toxicity of Amyloid beta (A-beta) peptide in yeast: Primary Screen; yeast expressing A-beta42, growth rescue, OD600, 48 h; response scale: 0% DMSO, 100% iron-clioquinol control; Potency, µM (top dose mostly 46.1 µM), without a hit: at the highest dose growth rescue, usual class: activators; 410,000 compounds, 0.063% hits; note: potency is the fitted concentration of half-maximal effect; nearly all actives have a fitted effect of over 55% in size
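Yeast growth medium received pinned compounds, then yeast cells expressing toxic A-beta were added; plates incubated at 30 C for 48 hr. Growth read as absorbance at 600 nm, normalized to DMSO and equimolar FeCl3 plus clioquinol controls.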
DRD3 antagonist: qHTS of D3 Dopamine Receptor Antagonist: qHTS | D(3) dopamine receptor (Homo sapiens), P35462 | D3R cells, DiscoveRx beta-arrestin luminescence, antagonist mode; active compounds read low | max response, negative = inhibition, % | 360,000 compounds, 2.5% hits; in the data active = max response below about -50%; inconclusive = no clear call, values can overlap the other calls; note: % is set by controls: 0 for no effect and ±100 for the full control effect; mostly tested at two doses, the higher about 12 µM
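Cells expressing the human receptor were seeded at 1500 cells/well, incubated overnight at 37 degrees C in 5% CO2, then exposed to library compounds with dopamine controls for 90 minutes at 37 degrees C before luminescent detection.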
GLP-1R inv ag: qHTS of GLP-1 Receptor Inverse Agonists (Inhibition Mode); Glucagon-like peptide 1 receptor (Homo sapiens), P43220; HEK293 GLP-1R CRE-luciferase, luminescence, 24 h; GLP-1R form is constitutively active; Potency, µM (titrated, usually from 38.3 µM), without a hit: at the highest dose activity change, negative = inhibition, hits mostly inhibitors; 410,000 compounds, 1.6% hits; AID 624417, 2012; note: potency is the fitted concentration of half-maximal effect; % is set by controls: 0 for no effect and ±100 for the full control effect; nearly all actives have a fitted effect of over 55% in size
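Luminescence readout: a drop in cAMP-driven luciferase signal flags inverse agonism at a constitutively active GLP-1R stably expressed in HEK293. Compound exposure lasted 24 hr at 37 deg C, 5% CO2.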
FUS suppressor: qHTS for Suppressors of FUS Proteinopathy: Primary screen using FUS-linked yeast assay; S. cerevisiae FUS-expressing, growth rescue, OD600, 24 h; Potency, µM (titrated, usually from 76.6 µM), for inactives: top-dose growth rescue (activation), usual class: activators; 390,000 compounds, 0.24% hits; AID 1347120, 2019;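 note: potency is the fitted concentration of half-maximal effect; plate controls were DMSO vehicle for no effect and reference control for full effect; nearly all actives have a fitted effect of over 55% in size; some results filed as inactive show a strong effect at the top dose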
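Yeast expressing FUS under galactose induction, OD 0.005 in 2% galactose medium; compounds in a dilution series, 24 h at 30C. Growth rescue by absorbance at 600 nm; CP55940 positive control, DMSO negative.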
pAkt inh: HTS Assay for Inhibitors of Akt Phophorylation: Primary Screen; AID 651550, 2012; 360,000 compounds, 0.32% hits; activity change, % for hits at 50 µM; Neuro2A IGF-stimulated pAkt S473 HTRF, 20 min; active compounds read low; in the data active = activity change below about -80%; inconclusive = mostly about -51% to -80%; note: % is set by controls: 0 for no effect and ±100 for the full control effect
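Neuro2A cells (4,500/well, DMEM with 0.5% FBS) were treated with compound at a single 50 µM final concentration, stimulated with 6 nM IGF for 20 min at 37 °C, and lysed. Phospho-Akt Ser473 was read by HTRF as 665/615 ratio ×10^4.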
PTHR1 agonist: qHTS for PTHR1 Agonists: Primary Screen | HEK293 GP2 PTHR1 cells, GloSensor cAMP luminescence, 1 h | 410,000 compounds, 0.075% hits | Potency, µM (titrated, usually from 115 µM), inactives show at the top dose activation, hits mostly activators; note: potency is the fitted concentration of half-maximal effect; nearly all actives have a fitted effect of over 55% in size; some results filed as inactive show a strong effect at the top dose; inactives centre near -15; many of its hits are not listed in these tables
Target sequence (Q03431 whole entry, looked up): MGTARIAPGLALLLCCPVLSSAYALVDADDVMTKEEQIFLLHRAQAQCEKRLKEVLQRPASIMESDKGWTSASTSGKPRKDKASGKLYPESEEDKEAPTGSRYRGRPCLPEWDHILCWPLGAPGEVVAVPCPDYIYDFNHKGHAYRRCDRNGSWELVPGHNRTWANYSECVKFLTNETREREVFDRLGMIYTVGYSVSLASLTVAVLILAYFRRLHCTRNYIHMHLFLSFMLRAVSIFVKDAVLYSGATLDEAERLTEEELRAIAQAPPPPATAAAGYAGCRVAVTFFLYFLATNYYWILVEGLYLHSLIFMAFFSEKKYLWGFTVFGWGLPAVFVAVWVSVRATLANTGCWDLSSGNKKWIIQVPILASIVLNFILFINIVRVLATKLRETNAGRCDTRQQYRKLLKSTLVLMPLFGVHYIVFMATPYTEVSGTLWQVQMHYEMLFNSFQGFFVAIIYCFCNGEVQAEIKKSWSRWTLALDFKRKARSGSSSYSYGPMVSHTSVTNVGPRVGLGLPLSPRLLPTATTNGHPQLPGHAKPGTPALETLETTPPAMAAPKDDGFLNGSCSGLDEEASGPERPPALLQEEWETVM
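HEK-293-derived GP2 cells expressing PTHR1 and a GloSensor cAMP reporter, 3,000/well, plated overnight, given luciferin plus IBMX (each 0.5 mM as added) for 1 h at 37 °C, then compound for 1 h at 37 °C. Luminescence was read after 15 min at room temperature.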
* hit, by the source's call; i = inactive; ? = inconclusive; . = no result given; [ ] = another dose, or the depositor's remark. Unless noted, calls come from the whole dose curve; as a rule, active = well fitted curve in the direction sought with a large enough effect; inconclusive = small, poorly fitted or top-dose-only effect, or another doubt; inactive = no such curve, though single readings can be large; an effect the other way counts as inactive or inconclusive. A portion of the library, so the mix of outcomes need not match the whole.

SMILES	GLP-1R agonist	TDP43 rescue	aSyn rescue	Abeta yeast res	DRD3 antagonist	GLP-1R inv ag	FUS suppressor	pAkt inh	PTHR1 agonist
COc1cc(/C=C/C(=O)OCC(=O)Nc2ccc3[nH]c(=O)[nH]c3c2)ccc1OC(F)F	3%	17%	3%	-2%	24	6%	-10%	i	-24%
CC1(C(=O)NS(=O)(=O)c2cccc(Cl)c2)CCN1C(=O)CC1CC1 (configuration not stated)	-5%	-5%	-5%	-7%	0	22%	-12%	i	-11%
Cn1c(SCC(=O)NC2CCS(=O)(=O)C2)nc2ccccc21 (configuration not stated)	-6%	6%	?	-5%	1	-3%	-18%	i	?
Cc1cc(C(=O)CCl)c(C)n1CCc1ccc(Cl)cc1	-7%	4%[9.22 µM]	0%	-30%[inhibitor]	-69*	?	23%	i	-34%[inhibitor]
COC(=O)c1[nH]c2ccccc2c1Sc1ccccc1	13%	23%	0%	-3%	-4	?	-31%	i	i
COc1cccc(CC(NC(C)=O)C(=O)NC2CCN(c3nnnn3-c3ccccc3)CC2)c1 (configuration not stated)	-11%	0%	-5%	8%	-12	-7%	25%	i	i
CC(=O)Nc1ccc(-c2cn3cc(C)ccc3n2)cc1	5%	-3%	-10%	-4%	?	-19%	.	i	-26%
CCn1ncc(C2=NOC(C(=O)N3CCN(c4ccccc4)CC3)C2)c1C (configuration not stated)	-10%	-20%	-1%	-18%	-17	0%	16%	i	-7%[57.5 µM]
Cc1ccc(CNS(=O)(=O)c2cn(C)cn2)cc1	3%	-20%	0%	-3%	-23	0%	36%	.	i
CC(=O)Nc1cccc(NC(=O)c2cc(Cl)ccc2Cl)c1	7%	-4%	0%	0%	9	-17%	-9%	i	i
O=C(CNC(=O)Cc1ccccc1)NCC(=O)OCc1ccc(C(=O)c2ccccc2)cc1	-6%	-19%	-3%	-9%	17	0%	25%	i	-2%
Cc1ccc(C(C(=O)NCCc2ccccc2)N(C(=O)c2csnn2)C2CC2)o1 (configuration not stated)	25%	-4%	0%	3%	18	0%	0%	i	-7%[57.5 µM]
CCOC(=O)/C=C1\NC2(CCCCC2)Cc2cc(OC)c(OC)cc21	-4%	-11%	-2%	-13%	15	8%	-28%	i	-8%[57.5 µM]
COc1ccc(/C=N/NC(=O)CSc2nnc(CCCc3ccc(OC)c(C)c3)o2)cc1	12%	5%	-3%	-8%	61	?	6%	i	i
COc1ccc(CNc2ccc(-c3ccccc3OC)nn2)cc1	-1%	28%	-5%	-6%	?	?	12%	i	-5%[57.5 µM]
CCC(C)[C@H](NS(=O)(=O)c1ccc(F)cc1Br)C(=O)OC (some centres not stated)	2%	17%	-1%	1%	0	-16%	-19%	i	i
COC(=O)c1ccccc1S(=O)(=O)N1CCC(C(=O)N2CCC2)CC1	8%	15%	7%	-5%	3	4%	-2%	i	-7%
Cc1ccc2nc(SCC(=O)Nc3ccc(C)c([N+](=O)[O-])c3)[nH]c2c1	1%	-12%	-2%	0%	4	3%	.	i	i
COc1ccc(S(=O)(=O)N2CCC(C(=O)N3CCCCC3)CC2)cc1Cl	9%	-16%	1%	-24%	12	-1%	4%	i	i
Cc1ccc(NC(=O)CSc2nc(-c3cccs3)cc(C(F)(F)F)n2)cc1C	0%	4%	.	-10%	.	-28%	0%	.	-12%
C/C(=N/NC(=S)Nc1ccccc1)c1ccc2c(c1)OCO2	4%	?	-13%	?	25	3.2µM*	1%	i	-23%
COc1ccc(-c2noc3c2-c2nc(-c4ccccc4C)sc2CC3)cc1	16%	18%	1%	7%	0	?	-17%	i	-9%
COc1ccc(C(=O)CSc2nnc(CN3CCCCC3)n2-c2ccc(Cl)cc2)cc1OC	5%	5%	-18%	5%	38	?	8%	i	-12%
Cn1c(SCc2ccc(Cl)cc2)nnc1C1CC1	2%	1%	3%	8%	7	4%	4%	i	i
Cn1nc(C(=O)NNC(=O)C(CCC(N)=O)NS(=O)(=O)c2ccc(Cl)cc2)c2ccccc2c1=O (configuration not stated)	-1%	16%	-9%	0%	4	-3%	-1%	i	-12%
O=C(O)Cc1csc(NC(=O)CSc2cccc(C(=O)O)n2)n1	0%	-6%	1%	12%	12	18%	16%	i	-7%
O=C(NCc1ccccc1Cl)C1CCN(S(=O)(=O)c2cccc3nonc23)CC1	2%	0%	0%	-10%	3	9%	14%	i	-35%[inhibitor]
Cc1c(C(=O)OCC(=O)NC(=O)NC2CCCCC2)cccc1[N+](=O)[O-]	1%	-1%	0%	14%	-9	?	-7%	i	-21%
O=C(c1cccc2ccccc12)N1CCC(N2CCN(c3ccccc3)CC2)CC1	-4%	-3%	0%	-10%	-58*	?	10%	i	-5%[57.5 µM]
CC1CCC(CN2CCN=C2N(C)C)CC1 (configuration not stated)	-5%	-3%	-5%	7%	-6	-17%	3%	i	-10%
O=C(O)c1ccc(C(=O)Nc2ccc(F)cc2)cc1	-4%	24%	-7%	0%	-16	11%	-16%	i	-14%
CC(=O)c1cccc(N=Nc2c(C)[nH]c3ccccc23)c1	4%	-4%	-16%	9%	-4	-22%	.	i	-12%
Clc1ccc2oc(SCc3cccnc3)nc2c1	22%	18%	10%	-22%	12	-2%	-20%	i	-44%[inhibitor]
COc1ccc2c(COC(=O)c3cccc(S(=O)(=O)NCC(C)C)c3)cc(=O)oc2c1	15%	1%	-1%	17%	46	?	13%	i	-21%
C=CCNC(=O)c1cc2cccc(OC)c2oc1=O	6%	16%	3%	-4%	3	25%	10%	i	i
Cc1cccc(N(C)c2nc3ccc(C)cc3n3nnnc23)c1	.	6%	.	0%	.	3%	7%	.	-46%[inhibitor]
COc1ccc(CNC(=O)CSc2ncn[nH]2)cc1	-2%	-22%	-19%	0%	?	7%	-3%	i	-28%[57.5 µM]
C=CCOC(=O)C1=C[C@@H](c2ccc(C(F)(F)F)cc2)[C@H](CCCO)[C@@H](OCC)O1	13%	0%	7%	14%	-4	6.3µM*	33%	i	-2%
O=C(CSc1nnc(C2COc3ccccc3O2)o1)N1CCN(c2ccccc2)CC1 (configuration not stated)	-1%	8%	3%	4%	6	7%	5%	i	-20%
Nc1nonc1-n1nnc(C(=O)N/N=C/c2cccc(Cl)c2)c1CN1CCCCCC1	-4%	4%	3%	7%	12	5%	-1%	i	i

Of the compounds above, these contain a CF3 group:
SMILES	GLP-1R agonist	TDP43 rescue	aSyn rescue	Abeta yeast res	DRD3 antagonist	GLP-1R inv ag	FUS suppressor	pAkt inh	PTHR1 agonist
Cc1ccc(NC(=O)CSc2nc(-c3cccs3)cc(C(F)(F)F)n2)cc1C	0%	4%	.	-10%	.	-28%	0%	.	-12%
C=CCOC(=O)C1=C[C@@H](c2ccc(C(F)(F)F)cc2)[C@H](CCCO)[C@@H](OCC)O1	13%	0%	7%	14%	-4	6.3µM*	33%	i	-2%

Records above that bear a hit mark in GLP-1R inv ag:
SMILES,GLP-1R agonist,GLP-1R inv ag,FUS suppressor,pAkt inh,PTHR1 agonist
C/C(=N/NC(=S)Nc1ccccc1)c1ccc2c(c1)OCO2,4%,3.2µM*,1%,i,-23%
C=CCOC(=O)C1=C[C@@H](c2ccc(C(F)(F)F)cc2)[C@H](CCCO)[C@@H](OCC)O1,13%,6.3µM*,33%,i,-2%

The list continues.
SMILES	GLP-1R agonist	TDP43 rescue	aSyn rescue	Abeta yeast res	DRD3 antagonist	GLP-1R inv ag	FUS suppressor	pAkt inh	PTHR1 agonist
CCNC(=O)C1(C)CCN(C(=O)c2c(F)ccc(C)c2F)C1 (configuration not stated)	-1%	11%	2%	-9%	13	24%	-13%	i	i
Cn1cccc1Cc1nnc(SCC(=O)NCC2CCCO2)n1-c1ccc(F)cc1 (configuration not stated)	-3%	0%	-1%	-1%	-12	2%	6%	i	6%
CCOC(=O)CSC1=NC(=O)/C(=C\c2ccc(OC(C)=O)cc2)S1	-12%	-22%	-9%	-25%	-21	0%	26%	i	i
CS(=O)(=O)/C(C#N)=C/c1cccn1S(=O)(=O)c1cccc2ccccc12	1%	0%	14%	-3%	-15	14%	34%	i	-87%[inhibitor]
COc1cccc(-c2cnc(C(O)c3ccc(F)c(F)c3)[nH]2)c1 (configuration not stated)	4%	10%	1%	-16%	-3	-11%	-8%	i	-20%

A second format for part of the listing above:
Cn1cccc1Cc1nnc(SCC(=O)NCC2CCCO2)n1-c1ccc(F)cc1 (configuration not stated)
  GLP-1R agonist = -3% | TDP43 rescue = 0% | aSyn rescue = -1% | Abeta yeast res = -1% | DRD3 antagonist = -12 | GLP-1R inv ag = 2% | FUS suppressor = 6% | pAkt inh = i | PTHR1 agonist = 6%
CCOC(=O)CSC1=NC(=O)/C(=C\c2ccc(OC(C)=O)cc2)S1
  GLP-1R agonist = -12% | TDP43 rescue = -22% | aSyn rescue = -9% | Abeta yeast res = -25% | DRD3 antagonist = -21 | GLP-1R inv ag = 0% | FUS suppressor = 26% | pAkt inh = i | PTHR1 agonist = i
CS(=O)(=O)/C(C#N)=C/c1cccn1S(=O)(=O)c1cccc2ccccc12
  GLP-1R agonist = 1% | TDP43 rescue = 0% | aSyn rescue = 14% | Abeta yeast res = -3% | DRD3 antagonist = -15 | GLP-1R inv ag = 14% | FUS suppressor = 34% | pAkt inh = i | PTHR1 agonist = -87%[inhibitor]
